# cytoskel mod: cytoskeleton assembly modification; inhibition, % at 2 µM; 91,000 tested, 0.18% active; HUVEC TNFa F-actin phalloidin imaging, high content;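 active = inhibition above the batch mean plus 3 SD and confirmed as a hit by visual image inspection, cut at about 30% in these data, passing the limit was not always enough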; also: strong numbers were not always called active
# LYP inh 2: blocks human PTPN22 phosphatase activity; Q9Y2R2; recombinant LYP catalytic domain, DiFMUP fluorescence; inhibition, % at 2 µM; 96,000 tested, 0.21% active;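 active = inhibition at 2 µM at or above a set limit, the screen mean plus 3 SD, cut at about 24% in these data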;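 also: 0% = DMSO with enzyme and 100% = enzyme fully blocked by orthovanadate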
# Plk1 PBD FP: Plk1 (human) PBD binding inhibition. AID 693. Plk1 PBD phosphopeptide binding, fluorescence polarization. 97,000 tested, 0.13% active. inhibition, %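 (tested at about 20 µM)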; in the data active = inhibition above about 34%, passing the limit was not always enough
# FAK blocker: FAK (human) kinase inhibition. biochemical FAK kinase activity assay. 97,000 tested, 0.84% active. inhibition, %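 (tested at 7 µM)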. Q05397. AID 727; in the data active = inhibition above about 19%;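 also: 0% = DMSO and 100% = reference compound high control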
# Target sequence (Q05397 whole entry, looked up): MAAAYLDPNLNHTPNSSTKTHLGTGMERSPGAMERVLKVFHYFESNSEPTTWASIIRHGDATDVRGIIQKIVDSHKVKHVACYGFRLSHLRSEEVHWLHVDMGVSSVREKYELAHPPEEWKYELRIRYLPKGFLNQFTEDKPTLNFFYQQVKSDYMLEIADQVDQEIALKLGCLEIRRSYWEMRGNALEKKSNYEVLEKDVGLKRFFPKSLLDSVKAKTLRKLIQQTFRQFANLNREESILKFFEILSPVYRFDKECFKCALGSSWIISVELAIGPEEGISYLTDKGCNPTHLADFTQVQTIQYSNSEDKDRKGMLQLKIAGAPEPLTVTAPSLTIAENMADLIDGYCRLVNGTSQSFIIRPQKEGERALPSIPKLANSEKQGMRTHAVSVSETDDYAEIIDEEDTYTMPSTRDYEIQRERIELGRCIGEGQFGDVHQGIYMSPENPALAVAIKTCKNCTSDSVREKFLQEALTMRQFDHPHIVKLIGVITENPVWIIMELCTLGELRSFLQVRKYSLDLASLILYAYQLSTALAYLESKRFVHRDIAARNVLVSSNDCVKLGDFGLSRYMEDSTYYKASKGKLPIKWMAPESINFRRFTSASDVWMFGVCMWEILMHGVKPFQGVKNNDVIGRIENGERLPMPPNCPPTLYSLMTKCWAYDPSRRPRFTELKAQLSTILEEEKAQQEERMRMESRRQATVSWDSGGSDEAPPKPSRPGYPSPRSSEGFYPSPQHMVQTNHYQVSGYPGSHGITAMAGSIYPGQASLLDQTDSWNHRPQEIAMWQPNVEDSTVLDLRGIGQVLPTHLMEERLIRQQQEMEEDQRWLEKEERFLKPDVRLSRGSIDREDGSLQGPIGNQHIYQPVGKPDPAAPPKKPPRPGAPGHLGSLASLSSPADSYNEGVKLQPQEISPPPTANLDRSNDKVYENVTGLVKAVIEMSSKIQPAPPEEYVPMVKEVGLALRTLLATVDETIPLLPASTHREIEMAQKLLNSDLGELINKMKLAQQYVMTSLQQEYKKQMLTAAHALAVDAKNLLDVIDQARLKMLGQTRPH
# PLK1 kinase inh: blocks human PLK1 kinase activity | P53350 | recombinant PLK1 kinase, TR-FRET peptide phosphorylation | inhibition, % at 10 µM | 97,000 tested, 0.53% active | AID 619;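 active = inhibition of 50% or more in the single-concentration screen; inactive = inhibition below 50%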;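 also: 0% = DMSO max control and 100% = H-89 dihydrochloride min control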
# LYP act: increases human PTPN22 phosphatase activity | 96,000 tested, 0.11% active | activation, % at 2 µM | recombinant LYP, DiFMUP fluorescence; 0 = plate median, 100 = signal doubled;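 active = activation at 2 µM above a set limit, the mean plus 5 SD, cut at about 37% in these data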
# EphB4 antag: antagonists of human EphB4-ephrin-B2 interaction. EphB4 LBD / TNYL-RAW-Alexa532 peptide, fluorescence polarization. inhibition, % at 7 µM. 97,000 tested, 0.15% active;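 active = inhibition above the screen-wide mean inhibition plus 3 SD, cut at about 15% in these data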;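 also: 0% = DMSO wells and 100% = excess unlabeled TNYL-RAW peptide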
# Pyk2 oligo antag: Pyk2 (human) oligomerization antagonism; Q14289; Q293 cells, Pyk2 FERM NanoBiT luminescence; active compounds read low; z-score (the deposit names both 25 µM and 10 µM); 99,000 tested, 0.83% active; AID 1347419;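 active = Z-score of -3 or lower, scaled per plate to the spread of control and sample wells; inactive = z-score above -3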;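 also: negative z-score means lost luminescence so less FERM oligomerization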
# Rev-RRE block: inhibitors of HIV-1 Rev-RRE RNA interaction. P05866. Rev peptide-RRE RNA binding, FRET. inhibition, % at 8 µM. 97,000 tested, 0.79% active. AID 704;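 active = inhibition above the screen-wide mean plus 3 SD, cut at about 35% in these data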;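 also: 0% = median DMSO wells and 100% = median Neomycin B control wells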
#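 Test system – labelled RRE RNA duplex and labelled Rev peptide · Signal – fluorescein-to-Cy5 FRET, 480 nm excitation · Evaluation – % inhibition of FRET ratio versus controls · Benchmarks – DMSO low control, neomycin B high control · Incubation – 5 min RNA-compound premix plus 15 min binding step, 25 °C · Medium – HEPES pH 7.5 salt buffer with EDTA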
# Starred values were filed as active, the others as inactive; x = not tested or not shown; [ ] = dose if it differs, or a comment.
# The line under a structure holds: cytoskel mod	LYP inh 2	Plk1 PBD FP	FAK blocker	PLK1 kinase inh	LYP act	EphB4 antag	Pyk2 oligo antag	Rev-RRE block
- COc1ccccc1OC(C)c1nnc(SCC(=O)Nc2c(C)n(C)n(-c3ccccc3)c2=O)n1-c1ccccc1 (stereo not given)
→ 6.2	4.0	-16.3	-4.1	-7.8	-1.1	-3.4	-0.16	-7.8
- CCOc1ccccc1C1CC(c2ccc(Br)cc2)Nc2nc(N)nn21 (stereo not given)
→ -3.0	1.7	-3.3	7.6	-3.5	-2.7	-1.0	x	4.3
- O=C(Nc1ccc2c(c1)OCO2)c1ccc(COc2ccc3c(c2)CCC3)o1
→ -12.9	9.6	22.3	-2.5	-7.2	-9.0	-1.5	0.5	5.5
- Cc1cccc(N2CCN(C(=O)c3ccc(N4CCCC4=O)cc3)CC2)c1C
→ 33.9	-0.3	-20.9	6.8	3.8	-0.8	-2.9	-0.21	0.5
- CN(C)c1ccnc(-n2cccc2/C=N/OCc2ccc(F)cc2Cl)c1C#N
→ -18.0	-3.9	-8.7	0.7	-11.8	4.2	-6.0	-0.84	25.0
- COC(=O)c1ccc2c(=O)n(CC3CCCO3)c(=S)[nH]c2c1 (stereo not given)
→ -27.9	0.6	-28.0	1.2	-0.7	-4.9	3.1	0.18	9.4
- Cn1c(=O)c2c(-c3ccc(C(C)(C)C)cc3)n(N3CCOCC3)cc2n(C)c1=O
→ 2.3	-6.5	-0.6	2.8	-7.4	9.0	-4.8	1.2	-1.2
- O=C(c1ccccc1)N1CCN(C(=O)N2CCOCC2)CC1
→ 7.8	1.0	-10.8	-1.2	-5.1	-1.0	6.7	2.15	7.6
- CCCCOP(=O)(c1ccc(N(C)C)cc1)C(O)c1ccncc1 (stereo not given)
→ 14.2	7.2	-22.6	1.6	-7.0	-4.0	-9.4	0.29	-3.9
- COc1cccc(NC(=O)CNC(C)CCC(C)C)c1 (stereo not given)
→ 6.1	-1.2	13.2	-1.1	0.9	1.8	-9.4	0.53	2.4
- COc1cc(NC(=O)CN2CCN(Cc3ccc4c(c3)OCO4)CC2)cc(OC)c1
→ 6.8	2.5	-10.9	-1.1	-11.7	-3.8	1.8	-0.1	-1.1
- COc1cccc(/C(O)=C2/C(=O)C(=O)N(Cc3cccnc3)C2c2ccco2)c1 (stereo not given)
→ -15.7	1.9	-0.2	1.8	-9.2	3.4	-2.8	-0.52	4.5
- COc1ccc(-c2c(C)nn(-c3ccccc3)c2N)cc1
→ -4.9	-7.5	-2.9	3.0	-7.6	4.7	-1.3	-1.01	4.9
- O=C(O)COc1cccc2nsnc12
→ 4.2	2.4	-10.3	-3.7	-2.5	-4.9	-1.7	0.15	2.7
- CCCN(CCC)CCCNC(=O)c1cn(CCOC)c(=O)c2c1c1ccccc1n2C
→ -2.4	-3.2	0.1	-0.6	-1.4	2.0	-2.4	2.17	8.8
- CC1CN(C(NC(=O)C(C)(C)C)C(Cl)(Cl)Cl)CC(C)O1 (stereo not given)
→ -3.5	-0.6	-24.6	0.8	-4.8	3.1	3.4	0.37	1.2
- O=[n+]1c2c(n([O-])c3cc(F)c(N4CCCC4)cc31)CCC2
→ 15.2	4.8	-18.5	-1.8	-14.0	-2.1	5.8	0.25	66.4*[fluorescence artefact?]
- CCN(C(=O)CSc1nnc(-c2ccccc2Cl)n1C1CCCC1)C1CCS(=O)(=O)C1 (stereo not given)
→ 1.8	-3.5	-18.2	1.9	-3.6	2.0	-2.2	-0.11	5.3
- CC(C)(C)OC(=O)COc1cc(OCC(=O)OC(C)(C)C)c2c(=O)cc(-c3ccccc3)oc2c1
→ 8.1	13.6	-13.9	-6.7	-8.6	-11.7	-1.6	-2.58	-4.8
- Cn1c(=O)c2c(nc(NCc3ccco3)n2C)n(C)c1=O
→ -11.8	1.9	10.1	-2.5	-12.5	-5.5	2.1	0.53	4.7
- O=C(Nc1ccc2c(c1)OCCO2)c1cc(-n2cnnc2)ccc1Cl
→ -1.0	-6.1	-4.4	0.7	-6.9	1.5	-2.9	1.27	8.5
- O=C(CSc1ncn[nH]1)Nc1ccccc1Sc1ccc(Cl)cc1
→ 11.5	-4.3	10.3	2.8	-8.8	7.1	1.5	-1.13	5.9
- CS(=O)(=O)c1ccc2nc(NC(=O)Nc3cccc(Cl)c3)sc2c1
→ -24.4	10.8	-13.8	15.3	-10.6	-8.1	-0.8	-2.03	23.5
- Cc1cc(NC(=O)Cc2cccs2)no1
→ -1.5	8.3	-19.0	40.0*	-14.9	-9.5	-2.8	1.12	-2.1
- O=C(CSCc1ccccc1)Nc1ccc(S(=O)(=O)N2CCOCC2)cc1
→ -1.2	7.2	-3.3	5.9	-11.0	-3.5	6.8	-0.56	3.1
- Nc1ccc(-n2nncc2-c2ccco2)cc1
→ -7.9	-20.9	-7.4	-0.5	-4.4	22.0	-5.0	0	2.3
- CCOC(=O)c1c(NC(=O)C2CCCO2)sc2c1CCC2 (stereo not given)
→ -2.4	-2.1	8.8	-2.4	-0.9	5.9	5.4	-0.13	13.8
- COc1ccc(NC(=O)C(NC(=O)OC(C)(C)C)C(C)OCc2ccccc2)cc1 (stereo not given)
→ 15.2	3.6	-13.4	7.1	-9.6	-0.4	0.0	1.13	7.7
- COC(=O)c1c(C)cc(C)n2c1nc1ccccc12
→ -30.6	1.8	-15.2	-6.6	3.1	-2.5	0.1	0.36	3.6
- c1ccc(C(Cc2nc(-c3cccnc3)no2)c2ccccc2)cc1
→ -5.5	-0.3	18.1	5.0	20.3	-1.6	2.2	-1.81	13.4

# Part of the list above, limited to FAK blocker, Plk1 PBD FP and Rev-RRE block.
compound | FAK blocker | Plk1 PBD FP | Rev-RRE block
O=C(CSc1ncn[nH]1)Nc1ccccc1Sc1ccc(Cl)cc1 | 2.8 | 10.3 | 5.9
CS(=O)(=O)c1ccc2nc(NC(=O)Nc3cccc(Cl)c3)sc2c1 | 15.3 | -13.8 | 23.5
Cc1cc(NC(=O)Cc2cccs2)no1 | 40.0* | -19.0 | -2.1

# Next results:
# The line under a structure holds: cytoskel mod	LYP inh 2	Plk1 PBD FP	FAK blocker	PLK1 kinase inh	LYP act	EphB4 antag	Pyk2 oligo antag	Rev-RRE block
- Cc1ccc(C(c2nnnn2CC2CCCO2)N2CCN(c3cccc(C)c3C)CC2)cc1 (stereo not given)
→ 32.9	3.0	-7.2	0.8	-8.2	-3.6	5.3	-3.44*	4.6
- COc1cc(C(=O)OCC(=O)Nc2c(F)c(F)c(F)c(F)c2F)cc(OC)c1OC
→ 1.2	7.2	1.8	-0.7	-9.4	-10.9	-6.8	1.43	4.1
- O=C(NCc1ccc2c(c1)OCO2)C1CCN(S(=O)(=O)c2cccs2)CC1
→ 7.3	0.5	-9.4	-0.1	-15.6	-3.4	3.6	0.07	1.1
- Cc1c(NC(=O)c2cc(-c3ccco3)on2)c(=O)n(-c2ccccc2)n1C
→ -13.2	0.6	-10.9	1.0	-9.1	-1.9	-1.8	0.09	10.8
- CCOc1cccc2cc(C(=O)N3CCN(C/C=C/c4ccccc4)CC3)c(=O)oc12
→ -7.4	7.5	-2.0	0.3	-17.9	-5.0	-0.7	0.01	6.6
- C/C(=N\O)C(=O)NCC1CCNCC1
→ -4.3	-2.9	7.8	-1.8	-20.0	1.1	0.5	0.3	2.1
- COc1cc(C(=S)N2CCCCC2)ccc1OCC(=O)N1CCCC1
→ 0.1	-0.6	13.7	-1.2	-9.9	0.8	2.6	-0.02	5.2
- COc1ccc(OCCOC(=O)c2cccs2)cc1
→ -11.7	7.6	-0.9	0.0	-5.0	-9.8	-9.5	-0.79	1.9
- Cc1cc(NS(=O)(=O)c2ccc(Nc3nc(-c4sc(C)nc4C)cs3)cc2)no1
→ 0.1	2.3	17.1	-0.4	-8.6	-1.6	-4.5	x	-3.3
- CC1=C(C(=O)Nc2ccc([N+](=O)[O-])cc2)C(c2cccc(C(F)(F)F)c2)NC(=S)N1c1ccccc1 (stereo not given)
→ 2.5	-4.4	-20.3	0.5	-14.9	2.7	0.4	-0.06	-1.3
- COc1ccc(NC(=O)c2oc3ccccc3c2NC(=O)c2ccco2)cc1
→ 7.9	0.2	-18.2	-1.5	-6.0	-3.0	-1.1	-3.05*	6.8
- CCN(CC(=O)NC(C)C)C(=O)c1ccc(S(=O)(=O)N(C)c2ccccc2OC)cc1
→ 44.6	3.6	-13.3	0.5	-10.6	-6.4	8.1	0.81	4.7
- COc1ccc(/C=C/C(=O)NC(=S)NCCc2ccc(OC)c(OC)c2)cc1
→ -26.0	7.2	-9.7	-1.8	-8.9	-2.3	-3.0	0.86	-2.4
- COc1ccc(NC(=O)CN2CCCN(S(=O)(=O)c3ccc(F)cc3)CC2)cc1
→ 7.9	-7.0	24.2	0.0	-4.4	6.4	-0.5	-0.01	6.6
- O=S(=O)(c1cccs1)N1CCN(CC(O)COc2cc(Cl)ccc2Cl)CC1 (stereo not given)
→ -13.3	-10.3	18.1	-3.7	-6.9	7.0	-3.0	-1.05	7.3
- CCCCOc1ccc(/C=C/C(=O)NCCc2nc3ccccc3[nH]2)cc1
→ -12.1	5.4	-8.2	2.2	-15.2	-1.5	6.7	-1.01	12.3
- CCC(C)NC(=O)COC(=O)c1cc([N+](=O)[O-])ccc1Sc1nc(C)cs1 (stereo not given)
→ 8.4	3.4	13.1	0.9	-12.0	-4.7	0.2	-0.34	6.2
- CCC(C)NC(=O)c1c(N)n(/N=C/c2cccs2)c2nc3ccccc3nc12 (stereo not given)
→ -0.7	7.6	-19.9	1.1	-9.2	-3.0	8.4	x	19.8
- CCOc1ccc(Cn2nnc(C(=O)Nc3cc(OC)cc(OC)c3)c2N)cc1
→ -1.8	8.1	32.8	1.6	2.8	-10.8	-1.8	x	10.4
- O=C(c1oc2ccccc2c1N1CCCCC1)N1CCCCC1
→ 5.4	-7.3	-10.4	-0.7	-11.2	7.9	2.0	-0.05	2.6
- CCc1nc(SCC(=O)c2ccc(Cl)s2)c2oc3ccccc3c2n1
→ -9.4	13.1	-5.6	-8.3	-16.3	-13.2	-4.7	-1.03	6.3
- CN(C(=O)c1cnc2n(c1=O)CCS2)C1CCCCC1
→ 17.9	-1.7	9.6	-0.8	-15.0	-1.1	-2.0	x	-1.9
- CCCC(=O)Nc1ccccc1NC(=O)CN(C)S(=O)(=O)c1ccccc1
→ 24.3	-6.7	5.5	1.5	-12.0	2.3	1.9	0.74	2.1
- O=C(Nc1cccc(Cl)c1)c1cnn2cccnc12
→ x	8.7	17.8	1.1	59.5*	-9.5	1.6	1.01	4.2
- Cc1ccc(C(=O)N(CN2CCCC2=O)c2ccc(F)cc2)cc1
→ x	0.0	23.7	-0.3	-5.9	-0.4	3.6	0.21	2.8
- O=C(NCc1ccco1)C(c1ccccc1)N(C(=O)Cc1cccs1)c1ccccc1 (stereo not given)
→ 2.2	-0.4	-10.2	0.6	-12.5	1.3	10.7	-1.64	5.3
- COc1ccc(C)cc1S(=O)(=O)Nc1ccccc1C
→ 5.8	-0.9	-2.8	-0.6	-6.1	-1.9	-9.7	-0.35	-2.1
- Cn1nc(-c2ccc(N3CCOCC3)c(NS(=O)(=O)c3ccc(Cl)cc3)c2)c2ccccc2c1=O
→ -15.8	-2.9	-18.2	-4.1	-2.2	5.9	-0.5	-0.09	1.7
- Cc1cccc(NC(=O)Nc2nnc(N3CCCCC3C)s2)c1C (stereo not given)
→ 14.6	-8.6	4.7	3.9	-13.5	8.0	-2.0	x	7.2
- c1ccc2c(c1)Cn1nc(Cc3nc4c(s3)CCCC4)nc1-2
→ 25.2	-2.4	23.6	1.2	5.2	-1.1	7.8	0.32	4.6
